D3 antag – antagonists of human D3 dopamine receptor. AID 652054. max response, negative = inhibition, %. P35462. actives 2.5% (n = 360,000). D3R cells, DiscoveRx beta-arrestin luminescence, antagonist mode; hits give low values; in the data active = max response below about -50%; inconclusive = no clear call, values can overlap the other calls; also: % is scaled to controls: 0 for no effect and ±100 for the full control effect; mostly tested at two doses, the higher about 12 µM
Target sequence (P35462 whole entry, looked up): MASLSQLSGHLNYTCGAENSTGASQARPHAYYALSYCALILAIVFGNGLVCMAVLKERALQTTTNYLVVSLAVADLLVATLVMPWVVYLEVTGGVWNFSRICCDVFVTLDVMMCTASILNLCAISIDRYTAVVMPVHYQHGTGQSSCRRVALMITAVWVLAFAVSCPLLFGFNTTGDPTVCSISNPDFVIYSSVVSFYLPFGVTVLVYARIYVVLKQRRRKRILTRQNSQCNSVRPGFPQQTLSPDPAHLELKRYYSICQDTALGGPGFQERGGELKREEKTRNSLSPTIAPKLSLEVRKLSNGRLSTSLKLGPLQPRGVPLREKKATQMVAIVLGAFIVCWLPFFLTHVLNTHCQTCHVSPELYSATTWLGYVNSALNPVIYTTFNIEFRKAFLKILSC
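Cells expressing the human receptor were seeded at 1500 cells/well, incubated overnight at 37 degrees C in 5% CO2, then exposed to library compounds with dopamine controls for 90 minutes at 37 degrees C before luminescent detection.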
CCT chaperon mod – modulators of cytosolic chaperonin (CCT/TRiC) activity. purified chaperonin ATPase assay, HTRF ADP detection, 30 min. actives 0.3% (n = 360,000). activity change, % (concentration not given with the values), hits read low. AID 651819; in the data active = activity change below about -30%; also: % is scaled to controls: 0 for no effect and ±100 for the full control effect
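ATPase activity: ADP formed was measured by HTRF Transcreener (665/615 nm ratio) after 30 min at 37 deg C with 10 uM ATP. Compounds screened at one 76 uM concentration against 40 or 20 nM TRiC in Tris pH 7.4/KCl/MgCl2/DTT buffer.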
MmCpn inh – inhibitors of Methanococcus maripaludis chaperonin (MmCpn); Potency, µM (titrated, usually from 76.9 µM), without a hit: at the highest dose activity, negative = inhibition, usual class: inhibitors; purified Mm-Cpn ATPase, ADP Transcreener TR-FRET; actives 0.031% (n = 330,000); AID 504842; also: potency is read from the fitted curve at half-maximal effect; % is scaled to controls: 0 for no effect and ±100 for the full control effect; nearly all actives have a fitted effect of over 80% in size
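Measured: ADP formation by purified Mm-CPN. Conditions: 25 nM protein, 10 uM ATP, Tris pH 7.4 with Mg2+, K+ and DTT, 37°C for 30 min. Detection: Transcreener HTRF after 30 min at room temperature.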
PTHR1 ag – agonists of human PTHR1 parathyroid hormone receptor; Q03431; HEK293 GP2 PTHR1 cells, GloSensor cAMP luminescence, 1 h; Potency, µM (top dose mostly 115 µM), inactives show at the top dose activation, actives largely listed as activators; actives 0.075% (n = 410,000); also: potency is read from the fitted curve at half-maximal effect; nearly all actives have a fitted effect of over 55% in size; some results filed as inactive show a strong effect at the top dose; inactives centre near -15; many of its hits are not listed in these tables
Target sequence (Q03431 whole entry, looked up): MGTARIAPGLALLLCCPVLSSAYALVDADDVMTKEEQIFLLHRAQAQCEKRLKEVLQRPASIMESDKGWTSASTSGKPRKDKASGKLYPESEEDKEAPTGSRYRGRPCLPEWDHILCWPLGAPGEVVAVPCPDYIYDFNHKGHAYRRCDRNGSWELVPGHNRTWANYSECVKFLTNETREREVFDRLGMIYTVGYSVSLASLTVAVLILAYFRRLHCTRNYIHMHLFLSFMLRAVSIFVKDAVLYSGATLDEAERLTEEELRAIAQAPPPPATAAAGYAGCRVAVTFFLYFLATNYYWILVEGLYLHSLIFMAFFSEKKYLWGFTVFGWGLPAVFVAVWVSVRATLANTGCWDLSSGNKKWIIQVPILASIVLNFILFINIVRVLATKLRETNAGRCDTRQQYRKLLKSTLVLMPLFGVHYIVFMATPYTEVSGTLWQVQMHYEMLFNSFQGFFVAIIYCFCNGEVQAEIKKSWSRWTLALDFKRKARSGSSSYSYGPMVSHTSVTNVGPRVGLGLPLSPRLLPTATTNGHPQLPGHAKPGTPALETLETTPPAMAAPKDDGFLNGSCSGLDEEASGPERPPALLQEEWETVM
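HEK-293-derived GP2 cells expressing PTHR1 and a GloSensor cAMP reporter, 3,000/well, plated overnight, given luciferin plus IBMX (each 0.5 mM as added) for 1 h at 37 °C, then compound for 1 h at 37 °C. Luminescence was read after 15 min at room temperature.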
EPAC2 ag – activates human EPAC2 exchange factor. Q8WZA2. EPAC2 activation, biochemical qHTS; response scale: 100% = 6.5 mM cAMP response. Potency, µM (top dose mostly 154 µM), inactives show top-dose activation, actives largely listed as activators. actives 0.079% (n = 360,000); also: potency is read from the fitted curve at half-maximal effect; nearly all actives have a fitted effect of over 50% in size
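Each well held 100 nM EPAC2, 250 nM RAP1B-BODIPY-GDP and 50 uM GDP. Fluorescence, read at 5-min intervals to 30 min, was referenced to a 6.5 mM cAMP positive control.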
EPAC2 antagonist – antagonists of human EPAC2; EPAC2 GEF exchange of Rap1B-BODIPY-GDP, fluorescence; Potency, µM (series often up to 114 µM), for the others: top-dose activity, negative = inhibition, most hits filed as inhibitors; actives 0.18% (n = 360,000); AID 720708; also: potency is read from the fitted curve at half-maximal effect; % is scaled to controls: 0 for no effect and ±100 for the full control effect; nearly all actives have a fitted effect of over 45% in size; many of its hits are not listed in these tables
DRD3 agonist – activates the human D3 dopamine receptor. P35462. D3R DiscoveRx beta-arrestin cells, luminescence, 90 min. max activation, %. actives 0.58% (n = 410,000). AID 652048; in the data active = max activation above about 30%; also: 0% is about no effect; mostly tested at two doses, the higher about 12 µM
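Cells at 1500/well, incubated overnight, then treated with pinned compounds (dopamine as control) for 90 min at 37 degrees C. DiscoveRx reagent added for 30 - 60 minutes at room temperature; luminescence read.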
pAkt inh – blocks phosphorylation of Akt; Neuro2A IGF-stimulated pAkt S473 HTRF, 20 min; hits give low values; activity change, % for hits at 50 µM; actives 0.32% (n = 360,000); in the data active = activity change below about -80%; inconclusive = mostly about -51% to -80%; also: % is scaled to controls: 0 for no effect and ±100 for the full control effect
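Neuro2A cells in DMEM with 0.5% FBS, overnight at 37 deg C, given compound at single 50 µM final, then IGF (6 nM final) for 20 min at 37 deg C. Lysed; phospho-Akt Ser473 by HTRF after 24 h, 665/615 ratio.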
Starred values were filed as active, the others as inactive; i = inactive; u = inconclusive; x = not tested or not shown; & = joins results of further samples; [ ] = dose if it differs, or a comment. Unless noted, calls follow the shape of the dose curve; as a rule, active = well fitted curve in the direction sought with a large enough effect; inconclusive = small, poorly fitted or top-dose-only effect, or another doubt; inactive = no such curve, though single readings can be large; an effect the other way counts as inactive or inconclusive. The list is partial; rates above refer to the full screens.

SMILES	D3 antag	CCT chaperon mod	MmCpn inh	PTHR1 ag	EPAC2 ag	EPAC2 antagonist	DRD3 agonist	pAkt inh
CC1=C(C(=O)N2CCOCC2)CC(CC(=O)NCc2cccs2)C(=O)N1Cc1ccc(C(C)(C)C)cc1 (stereo not drawn)	20	1.4	x	-9%	-4%	-12%	-4	i
COc1ccc(C(=O)NCC2CCCN2S(=O)(=O)c2ccccc2)cc1OC (stereo not drawn)	-5	2.7	x	i	0%	2%	-12	i
CC(C)(C)c1nnc(NC(=O)C2CCN(C(=O)c3ccco3)CC2)s1	8	-0.2	0%	i	2%	3%	4	i
CCO[C@@H]1OC(C(=O)N2CCOCC2)=C[C@H](c2cn(C(C)=O)c3ccccc23)[C@H]1CCCO	7	-1.3	x	i	1%	u	-3	i
COc1cc2c(cc1OC)CN(CC(=O)Nc1ccc(S(=O)(=O)N3CCCC3)cc1)CC2	-1	-0.2	1%	i	12%	-5%	-1	i
CC1CCC2C(=O)N(c3cccc(C(=O)Nc4ccccc4Cl)c3)C(=O)C2C1 (stereo not drawn)	12	0.2	3%	i	-8%	0%	-3	i
CCC(=O)Nc1nc2ccccc2n1Cc1ccccc1Cl	19	1.2	-2%	-40%[inhibitor]	7%	2%	2	i
Cc1ccc(-c2cc(C(=O)NCC3CCCO3)no2)cc1 (stereo not drawn)	-16	0.3	0%	i	-2%	22%	-7	x
O=[N+]([O-])c1ccc(N2CCN(S(=O)(=O)c3ccccc3)CC2)cc1NCC1CCCO1 (stereo not drawn)	-4	-6.3	1%	i	17%	-2%	1	i
CCn1c(CNc2ccc(Cl)cc2)nnc1SCc1ccccc1	-20	-1.8	1%	-8%[57.5 µM]	14%	-8%	-5	i
COC(=O)CNC(=O)C1CCC(CNS(=O)(=O)c2cccc3nsnc23)CC1 (stereo not drawn)	6	-0.5	0%	-5%	6%	10%	-1	i
CC(C)(C)c1ccc(OCC(=O)NCCN2CCOCC2)cc1	7	0.7	1%	i	-1%	1%	-2	i
CC(=O)OCC[n+]1c(C)n(-c2ccccc2)c2ccc(Cl)cc21	7	2.6	3%	i	0%	2%	-13	i
CN(C)CC(C)(C)CN=Cc1c(O)[nH]c2ccccc12	-3	0.1	1%	i	10%	7%	-8	i
c1ccc(Cn2nnc3c(N4CCCC4)ncnc32)cc1	-5	0.6	1%	10%[57.5 µM]	6%	-16%	-11	x
CCOc1cc(/C=C2/C(=N)N3OC(C)=CC3=NC2=O)ccc1OC(=O)c1ccco1	4	0.3	-1%	i	13%	-6%	-3	i
Cc1ccc(-c2csc(N(CCc3ccccc3)C(=O)COc3ccccc3)n2)cc1	-28	-0.8	1%	i	4%	11%	-4	i
O=C(CSc1nnc2ccccn12)NCCN1C(=O)CSC1=O	-2	0.3	1%	-2%[57.5 µM]	-7%	3%	-1	i
CCSc1ncc(Cl)c(C(=O)Nc2ccc(S(=O)(=O)Nc3ncccn3)cc2)n1	5	-0.1	-2%	-30%[inhibitor]	1%	5%	4&-4	i
CCOc1cc(N2CCOCC2)c(OCC)cc1NS(=O)(=O)c1ccc2c(c1)CC(=O)N2	8	-0.2	x	-19%	0%	18%	6	i
COC(=O)c1ccccc1OCC(=O)NC1CCCCC1	10	-2.0	-1%	-32%[inhibitor]	3%	10%	10	i
CN(C)S(=O)(=O)c1ccc(C(=O)NNC(=O)c2ccccc2-n2cccc2)cc1	-8	-1.3	1%	i	8%	8%	-1	i
CC(=O)c1ccc(-n2c(C)ccc2-c2ccccc2)cc1	11	-0.7	1%	i	-11%	-11%	-12	i
CCOc1nc2c(c(-c3cccs3)c1C#N)Cc1ccccc1-2	-3	-1.9	1%	i	0%	0%	-4	i
CCC(=O)c1ccc(OCC(=O)NC2CCCC2)cc1	-11	-20	1%	i	-1%	14%	-10	i
COc1cccc(C(=O)Nc2ccc3c(c2)C(=O)NC3=O)c1	-6	-0.3	1%	i	-4%	29%	0	i
S=C1NC(C23CC4CC(CC(C4)C2)C3)=CC(c2ccc3c(c2)OCO3)N1 (stereo not drawn)	u	-0.4	-1%	i	15%	-2%	-12	i
Cc1ccc(NC(=O)N2CCCC(C(=O)O)C2)cc1 (stereo not drawn)	17	-43*	0%	i	9%	-2%	6	i
OCCCCc1nccc2c1[nH]c1ccccc12	8	-0.4	-2%	-3%	-2%	-11%	-2	i
COc1ccc(C(=O)NC2CCCc3c2cnn3-c2ccccc2F)cc1OC (stereo not drawn)	15	-0.6	-1%	-25%	5%	6%	1	i
CCOC(=O)c1ccccc1NC(=O)CSc1nc2ccccc2c(=O)[nH]1	14	-1.0	-1%	-1%	0%	0%	10	i
O=C(NC1CCCCCCC1)c1c(Cl)cccc1Cl	-1	-1.5	x	i	4%	3%	-4	i
COc1cc(/C=N/NC(=O)c2cccnc2)ccc1OS(=O)(=O)c1cc(C)ccc1C	62	-1.4	2%	-35%[inhibitor]	15%	-10%	8	i
CCN(CC)S(=O)(=O)c1cc(C(=O)O)ccc1Cl	22	-0.4	1%	i	6%	-2%	2	i
COC(=O)c1ccc(NC(=O)N2CCC(O)(c3cccnc3)CC2)cc1	17	1.8	2%	i	-1%	10%	-4	i
CC1=C(C)C(OCCCl)N(c2cc(O)c(Cl)cc2F)C1=O (stereo not drawn)	6	-1.4	0%	-1%	2%	-1%	3	i
CCOC(=O)c1cc(S(=O)(=O)NCc2ccc3c(c2)OCO3)cn1C	-3	1.2	-2%	-29%	1%	3%	-13	i
CCOP(=O)(OCC)C(Nc1ccccc1)c1ccccc1C(F)(F)F (stereo not drawn)	-10	-0.4	-1%	i	3%	-19%	-3	i
[O-]/[N+](=C\c1ccco1)c1ccc(Cl)cc1	-15	0.6	0%	-39%[inhibitor]	6%	-5%	1	i
Cc1ccc(NC(=O)COC(=O)Cn2c(C)csc2=O)cc1S(=O)(=O)N1CCOCC1	7	0.3	x	-19%	4%	0%	2	i
COc1cccc(OC)c1C(=O)NC(C)C12CC3CC(CC(C3)C1)C2 (stereo not drawn)	-20	0.7	-3%	i	-10%	-4%	-7	i
N#Cc1ccccc1OCC(=O)NNC(=O)c1ccncc1	-15	-0.6	2%	i	12%	4%	0	i
Cc1cc(C(=O)N2CCCC(C(=O)c3cccc(C(F)(F)F)c3)C2)nc(C)n1 (stereo not drawn)	11	0.0	2%	-12%	5%	-1%	7	i
Cc1cccc2c(N=NC(=O)c3ccc(NS(=O)(=O)c4cccs4)cc3)c(O)[nH]c12	u	0.4	2%	-69%[inhibitor]	2%	21%	-25	i
Cc1cccc(Nc2nc(N3CCCC3)nc(N3CCCC3)n2)c1	14	-2.8	-2%	i	14%	-4%	2	i

Three records drawn at random from those above, as already listed:
SMILES	D3 antag	CCT chaperon mod	MmCpn inh	PTHR1 ag	EPAC2 ag	EPAC2 antagonist	DRD3 agonist	pAkt inh
Cc1cccc2c(N=NC(=O)c3ccc(NS(=O)(=O)c4cccs4)cc3)c(O)[nH]c12	u	0.4	2%	-69%[inhibitor]	2%	21%	-25	i
COc1cccc(OC)c1C(=O)NC(C)C12CC3CC(CC(C3)C1)C2 (stereo not drawn)	-20	0.7	-3%	i	-10%	-4%	-7	i
CCN(CC)S(=O)(=O)c1cc(C(=O)O)ccc1Cl	22	-0.4	1%	i	6%	-2%	2	i

(cont.)
SMILES	D3 antag	CCT chaperon mod	MmCpn inh	PTHR1 ag	EPAC2 ag	EPAC2 antagonist	DRD3 agonist	pAkt inh
O=C(Nc1ccccc1)c1ccc(NCCN2C(=O)CCC2=O)c([N+](=O)[O-])c1	u	-3.3	-2%	-3%	5%	-11%	-13	i
COc1ccc(CCNC(=O)C2CCN(S(=O)(=O)N3CCCCCC3)CC2)cc1OC	10	1.7	1%	-17%	1%	14%	24	i
N/C(=N\c1nc2c(c(=O)[nH]1)CCCC2)Nc1ccccc1	-4	-2.3	1%	-16%	4%	-2%	-1	i
Oc1ccc(Cl)cc1-c1cc(-c2cccc(Br)c2)n[nH]1	0	1.9	0%	-4%[57.5 µM]	5%	-6%[57.1 µM]	0	i
CCN(CC)C(=S)Sc1c(-c2ccccc2)c2cc(Cl)ccc2[nH]c1=O	-9	-2.3	1%	-20%[57.5 µM]	10%	-7%	-4	i
O=C(Cn1cnc2ccc(Cl)cc2c1=O)c1cccs1	1	-0.4	-5%	0%[57.5 µM]	5%	-5%	-12	i
CC1=C(C(=O)N2CCOCC2)CC(CC(=O)NCCCN(C)C)C(=O)N1CCC1=CCCCC1 (stereo not drawn)	-8	-2.9	x	-12%	7%	4%	-4	i
COc1cccc(NC(=O)NC2CCN(Cc3nnnn3Cc3ccc(F)cc3)CC2)c1	29	0.0	0%	-7%	5%	-6%	1	i
COC(=O)c1cn(NC(=O)c2cc([N+](=O)[O-])ccc2F)c(=O)c2ccccc12	-29	-2.4	-2%	-11%	10%	4%	-3	i
CCOc1ccc(CN(C(=O)c2oc3ccccc3c2C)C2CCS(=O)(=O)C2)cc1 (stereo not drawn)	10	-1.7	-3%	-22%	17%	-1%	-3	i
COc1ccc(C(C)=O)cc1COC(=O)CCC(=O)c1cccs1	1	1.1	2%	-18%	0%	-4%	-3	i
CC(=Cc1ccccc1)C=C1SC(=S)N(CCCC(=O)Nc2ccc(C(=O)O)c(O)c2)C1=O	-23	0.7	x	-51%[inhibitor]	0%	0%	-2	i
COc1ccc(C(F)(F)F)cc1N/C=C\c1nnnn1-c1ccccc1	11	-0.8	-3%	i	2%	-4%	2	i
O=C(CN(C1CCCCC1)S(=O)(=O)c1ccc(F)cc1)NCC1CCCO1 (stereo not drawn)	u	1.5	x	-18%	1%	-5%	-18	i
COc1ccc(NC(=O)CSc2nc(C3CC3)nc3ccccc23)cc1	1	0.7	0%	-11%	6%	1%	-1	i
O=C(CN1C(=O)NC2(CCCc3ccccc32)C1=O)NCC(F)(F)F (stereo not drawn)	-2	1.3	1%	i	0%	8%	4	i
CCCOc1ccc(N2C(=O)CC(N(C(=O)c3ccco3)c3ccc(OCCC)cc3)C2=O)cc1 (stereo not drawn)	-7	-0.6	-3%	i	13%	-4%	16	i
Cc1ccc(C2CC(c3ccco3)=NN2S(C)(=O)=O)cc1 (stereo not drawn)	23	-1.6	4%	i	11%	4%	-9	i

Assay outcomes: PubChem, National Center for Advancing Translational Sciences (NCATS)
